Assay outcomes: PubChem, Sanford-Burnham Center for Chemical Genomics
hIAP act: human IAP activation; P09923; purified human IAP, CDP-Star luminescence, 30 min; hits give high values; 1 = vehicle-only enzyme, 0 = enzyme-free background; activation factor at 10 µM; actives 0.16% (n = 330,000);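 active = activation factor of the enzyme at least 2-fold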; also: the source names both 10 and 20 µM as test concentration; values of inactives mirror those of a sister screen read the other way
Target sequence (P09923 whole entry, looked up): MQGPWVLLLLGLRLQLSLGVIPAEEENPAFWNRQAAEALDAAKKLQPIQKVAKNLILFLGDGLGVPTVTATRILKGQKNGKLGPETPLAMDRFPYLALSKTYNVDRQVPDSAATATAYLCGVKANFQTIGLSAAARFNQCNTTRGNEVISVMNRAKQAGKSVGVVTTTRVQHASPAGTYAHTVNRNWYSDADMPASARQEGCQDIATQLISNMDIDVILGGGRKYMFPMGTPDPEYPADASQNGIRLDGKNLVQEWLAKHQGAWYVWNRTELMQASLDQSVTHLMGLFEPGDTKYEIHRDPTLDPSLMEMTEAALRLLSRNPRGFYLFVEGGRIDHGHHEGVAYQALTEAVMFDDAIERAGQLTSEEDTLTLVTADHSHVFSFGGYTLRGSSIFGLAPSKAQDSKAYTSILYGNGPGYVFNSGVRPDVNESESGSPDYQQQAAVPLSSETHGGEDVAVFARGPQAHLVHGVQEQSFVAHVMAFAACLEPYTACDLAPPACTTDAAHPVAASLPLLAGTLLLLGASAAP
beta cell repl: induces beta-cell replication in MIN6 cells | MIN6 cells proliferation, ATPlite luminescence, 48 h; cells starved in 0.2% serum; 100% = growth in 10% serum | proliferation, % at 10 µM | actives 0.29% (n = 330,000) | AID 2380;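 active = compounds whose signal lies at least 3.5 SD above the mean of all wells on their plate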;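 also: 0% = DMSO-treated cells in low-serum medium and 100% = 10% serum control; some compounds called inactive have numbers as strong as hits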
A3A deaminase: blocks human APOBEC3A ssDNA deamination. recombinant A3A, FAM/TAMRA ssDNA deamination fluorescence. P31941. actives 0.41% (n = 330,000). AID 493011. inhibition, % at 20 µM;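 active = at least 40% inhibition at 20 µM here, with at most 30% in a related deaminase screen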;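 also: plate controls were A3A with DMSO for no effect and wells lacking A3A enzyme for full effect; some results filed as inactive read as strong as hits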
A3G deaminase: inhibitors of human APOBEC3G DNA deaminase | inhibition, % at 20 µM | recombinant A3G, ssDNA deamination FAM/TAMRA fluorescence | AID 493012 | actives 0.28% (n = 330,000);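 active = inhibition of at least 40% at 20 µM, with no more than 30% in the related APOBEC3A deaminase screen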;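 also: plate controls were DMSO wells with A3G for no effect and wells lacking A3G enzyme for full effect; some compounds called inactive have numbers as strong as hits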
Target sequence (Q9HC16 whole entry, looked up): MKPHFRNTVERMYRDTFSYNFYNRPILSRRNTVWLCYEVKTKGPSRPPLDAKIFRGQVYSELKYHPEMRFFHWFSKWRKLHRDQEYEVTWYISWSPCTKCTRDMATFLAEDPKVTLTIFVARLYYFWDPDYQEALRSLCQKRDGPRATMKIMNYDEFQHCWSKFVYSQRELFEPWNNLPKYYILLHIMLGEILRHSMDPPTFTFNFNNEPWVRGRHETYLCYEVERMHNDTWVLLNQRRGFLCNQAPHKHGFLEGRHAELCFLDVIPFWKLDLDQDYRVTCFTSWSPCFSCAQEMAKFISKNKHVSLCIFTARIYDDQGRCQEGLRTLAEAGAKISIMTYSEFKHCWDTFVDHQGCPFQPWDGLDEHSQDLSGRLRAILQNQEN
mIAP block: blocks mouse intestinal alkaline phosphatase. purified mouse IAP, CDP-Star luminescence, 30 min. inhibition, % at 10 µM. actives 0.2% (n = 330,000);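 active = inhibition of at least 40% at 10 µM in the primary screen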;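 also: plate controls were DMSO with enzyme for no effect and no enzyme wells for full effect; values of inactives mirror those of a sister screen read the other way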
mIAP activ: increases mouse intestinal alkaline phosphatase activity; muIAP, CDP-Star luminescence, 30 min; hits give high values; 1 = vehicle-only enzyme signal, 0 = enzyme-free wells; actives 0.24% (n = 330,000); activation factor at 10 µM; AID 2805;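 active = activation factor of at least 2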; also: the source names both 10 and 20 µM as test concentration; values of inactives mirror those of a sister screen read the other way
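Assay system: mouse IAP enzyme; Reagent: CDP-Star chemiluminescent phosphatase substrate; Compound: DMSO-dissolved test compounds; Incubation: 30 min, room temperature; Technique: luminescence from enzymatic CDP-Star hydrolysis; Controls: DMSO-only wells and no-enzyme negative control.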
NR3A LBD binder: modulators (binders) of human NR3A ligand-binding domain; NR3A LBD differential scanning fluorimetry, Tm shift; 0% = protein alone, 100% = glycine-bound protein; Tm shift relative to glycine control, % at 25 µM; actives 2.5% (n = 340,000);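 active = melting temperature shift of at least 10% of the positive control shift, at one fixed dose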
MPTP inh: permeability transition pore inhibition. actives 1.4% (n = 360,000). AID 602449. inhibition, % at 10 µM. isolated mouse mitochondria, Ca2+ swelling absorbance, 30 min;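 active = inhibition of 50% or more, scaled per plate between neutral and stimulator controls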;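 also: 0% = DMSO wells given calcium and 100% = 1 mM EGTA wells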
hIAP block: human IAP inhibition | P09923 | purified IAP, CDP-Star luminescence, 30 min | inhibition, % at 10 µM | actives 0.12% (n = 330,000);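 active = inhibition reaching a set limit with compound at 10 µM in the primary screen, cut at about 35% in these data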;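 also: plate controls were DMSO wells with enzyme for no effect and no-enzyme buffer wells for full effect; values of inactives mirror those of a sister screen read the other way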
Starred values were filed as active, the others as inactive; x = no result given.

SMILES	hIAP act	beta cell repl	A3A deaminase	A3G deaminase	mIAP block	mIAP activ	NR3A LBD binder	MPTP inh	hIAP block
Cc1cc(C(F)(F)F)n2[nH]c(=O)c(N=Nc3ccccc3)c2n1	0.86	-5	2	-1	9	0.91	1	1.3	14
C=CCNc1nc(N)c([N+](=O)[O-])c(N2CCCCCC2)n1	0.98	2	-2	-11	6	0.94	-1	0.4	2
Cc1ccc(C(=O)c2c[nH]c(C(=O)NCc3cccnc3)c2)cc1	0.98	-1	0	-7	-5	1	1	1.3	2
CC(=O)c1c2c3c(cccc3n(C)c1=O)C(=O)c1ccccc1-2	1.1	-3	3	10	20	0.8	-1	x	-11
CCC(C(=O)Nc1ccc2c(c1)OCCO2)c1ccccc1 (stereo unspecified)	0.87	-2	-1	-5	-4	1	-1	1.6	13
Cc1cc(C(=O)N2CCc3c([nH]c4ccccc34)C2c2c(F)cccc2Cl)no1 (stereo unspecified)	0.9	-3	0	-3	9	0.91	-3	-0.3	10
O=C(Cc1c(F)cccc1Cl)NCC(=O)OCc1ccccc1	1.2	0	-5	-10	5	0.95	2	0.7	-23
COc1ccccc1-c1noc(CCC(=O)NC2CCCC2)n1	0.98	-2	45*	-10	10	0.9	0	0.5	2
COc1ccc(NC(=O)Cn2cnc3c(nnn3-c3ccc(C)cc3)c2=O)cc1	0.94	-1	-3	-4	9	0.91	x	x	6
COCC(=O)Nc1nc(-c2ccc(C)cc2)c(C)s1	1.1	-1	-3	0	-4	1	2	-1.2	-8
O=C(O)C/C=C(/NC(=O)OCc1ccccc1)C(=O)OCc1ccccc1	0.88	-1	-1	-10	10	0.9	-1	-0.9	12
CC(C)(C)c1ccc(C(=O)NCCC(=O)NCc2cccs2)cc1	1	-5	-3	-7	-4	1	-2	-0.8	-2
O=C(CN1C(=O)c2ccccc2C1=O)Nc1ccc(S(=O)(=O)N2CCOCC2)cc1	1.1	-1	0	-2	4	0.96	0	-1.7	-12
COC(C/C=C\C(=O)COCc1ccccc1)OC	0.9	-7	4	-4	8	0.92	x	x	10
CCCCCCCCCC(=O)N[C@@H]1c2cc(OC)c(OC)cc2C[C@H]1OCc1ccccc1	x	x	2	6	-75	1.8	-3	-2.2	x
COc1ccc(OC)c(NC(=O)CN(C)CC(=O)Nc2ccccc2Br)c1	1.6	2	3	-3	-14	1.1	0	-2.6	-59
Cc1ccc(S(=O)(=O)c2nc(S(C)(=O)=O)sc2N2CCCCCC2)cc1	0.93	1	-4	-5	-2	1	-1	-0.4	7
CCc1c(C)nc2cc(C)[nH]n2c1=O	1.1	-3	-12	-4	6	0.94	0	-3.3	-6
COc1cccc(NC(=O)c2cccc(Cl)c2)c1	0.99	-7	-2	-12	-6	1.1	28*	-0.5	1
CCOP(=O)(OCC)c1nc(-c2cccc3ccccc23)oc1NCc1ccccc1	0.95	-6	-2	-7	-14	1.1	0	0.6	5
COc1ccc(OC)c(-n2c(-c3cccc(O)c3)n[nH]c2=S)c1	1.4	-2	-5	15	-15	1.1	3	-0.4	-38
COc1ccccc1CCNC(=O)C(=O)NCC1OCCN1S(=O)(=O)c1cccs1 (stereo unspecified)	1.3	1	-2	-5	-4	1	1	1.1	-25
COc1ccc(NC(C)=O)cc1NC(=O)c1ccc(C#N)cc1	1	2	24	-4	6	0.94	-2	1.6	-2
Cc1ccc(/C=N/NC(=O)Cn2nnc(N)n2)o1	0.96	0	0	-1	0	0.99	2	-0.3	4
CCCOc1ccc(CSC(=N)N)cc1C(=O)OC	0.89	-1	1	-1	8	0.92	-1	-0.7	11
Cn1nnc(NC(=O)c2cccc(F)c2)n1	1	5	0	0	3	0.97	-3	-0.9	-3
COc1ccc(NC(=O)c2ccc3c(=O)n(CC4CCCO4)c(=S)[nH]c3c2)c(OC)c1 (stereo unspecified)	1	-2	4	-3	-6	1.1	-4	-1.0	-3
COc1ccc(NC(=O)c2nc[nH]c2C(=O)N2CCC(C)CC2)cc1	1.3	-3	-4	-7	0	1	-1	0.9	-28
CN(c1ccc(C(=O)N2CCc3ccccc3C2)cc1)S(C)(=O)=O	1	-1	-2	-6	1	0.99	-1	-2.2	-3
O=C(c1ccc(F)cc1)C1CCN(C(=S)Nc2ccc(F)cc2)CC1	1.3	-2	-1	-3	26	0.74	-1	0.9	-26

Compound profiles, as listed above.
CN(c1ccc(C(=O)N2CCc3ccccc3C2)cc1)S(C)(=O)=O in the list: hIAP act = 1; beta cell repl = -1; A3A deaminase = -2; A3G deaminase = -6; mIAP block = 1; mIAP activ = 0.99; NR3A LBD binder = -1; MPTP inh = -2.2; hIAP block = -3
COc1ccccc1CCNC(=O)C(=O)NCC1OCCN1S(=O)(=O)c1cccs1 (stereo unspecified) in the list: hIAP act = 1.3; beta cell repl = 1; A3A deaminase = -2; A3G deaminase = -5; mIAP block = -4; mIAP activ = 1; NR3A LBD binder = 1; MPTP inh = 1.1; hIAP block = -25

(further entries)
SMILES	hIAP act	beta cell repl	A3A deaminase	A3G deaminase	mIAP block	mIAP activ	NR3A LBD binder	MPTP inh	hIAP block
CCN(CC(=O)Nc1c(F)cccc1F)C(=O)CCNC(=O)c1ccc([N+](=O)[O-])cc1	0.94	0	1	0	-4	1	1	-0.3	6
Cc1ccc(S(=O)(=O)Nc2nc3ccccc3nc2NCc2ccc3c(c2)OCO3)cc1C	0.95	-3	6	1	11	0.89	-1	5.9	5
Cc1cccc(NC(=O)COc2ccccc2)c1	1	0	7	0	8	0.92	-1	-0.4	-2
Cc1csc2nnc(N)n12	0.98	0	-2	-1	0	1	2	0.7	2
CCC(C)N(C(=O)COc1ccccc1C#N)C1CCS(=O)(=O)C1 (stereo unspecified)	1	7	-1	-9	2	0.98	2	-3.4	-2
COc1ccc(CCNCC(O)COc2cccc(C(C)=O)c2)cc1OC (stereo unspecified)	0.97	-1	-3	-5	-2	1	-9	-0.3	3
CCN(CC(=O)Nc1ccc(NC(C)=O)cc1)C(=O)c1ccc2c(c1)OCO2	0.86	-1	-2	-3	6	0.94	2	-1.2	14
CCOc1ccc2nc(SCC(=O)N(C)C)[nH]c2c1	1	-4	1	1	-2	1	2	-0.8	-3
Cc1c(C)n(Cc2ccc(F)cc2)c2ccc(C(=O)N3CCN(c4ccccn4)CC3)cc12	1.3	-5	-8	-8	1	0.99	-1	0.1	-32
COc1ccc2nc(N=Nc3ccc(O)c4ccccc34)sc2c1	0.95	0	20	6	21	0.79	-5	5.8	4
COc1cc(NC(=O)CSC(=S)N2CCCC2)c(OC)cc1Cl	1	-6	1	10	1	0.99	-1	-0.3	-4
COc1ccc(-c2cc(C(F)(F)F)nc(N3CCOCC3)n2)cc1	0.97	0	1	-2	11	0.89	1	3.5	3
C[C@@H]1O[C@@H](O[C@@H]2C(=O)c3c(O)cc(O)cc3O[C@H]2c2ccc(O)c(O)c2)[C@H](O)[C@H](O)[C@H]1O	0.65	2	-2	-7	14	0.86	-1	0.0	35*
COCCNC(=O)/C(=C/c1ccccc1Cl)c1ccccc1	0.96	0	-1	-1	-1	1	0	-2.3	4
O=S(=O)(Nc1ccncc1Cl)c1ccccc1	1.2	0	-5	5	10	0.9	-1	-2.5	-20
CC(C)(C)Oc1ncc(Br)c(OC(C)(C)C)n1	1	2	-2	-8	3	0.97	7	-2.3	-3
CCCCC(=O)NC(=S)Nc1cc([N+](=O)[O-])ccc1OC	0.92	3	-3	-4	3	0.97	1	-2.6	8
COc1ccc(-c2cc(NCc3ccccn3)n3ncnc3n2)cc1	0.98	1	-2	-2	-81	1.8	-1	-4.2	2
CC(=O)NCCn1c(SCC(=O)OCc2ccccc2)nc2ccccc2c1=O	0.88	-1	-3	-4	3	0.97	-2	-0.8	12
Cc1cccc(NC(=O)CSc2cc(C(=O)c3nccn3C)c3ccccc3n2)c1	0.87	2	0	-6	7	0.93	4	11	13
COc1ccc(CCC2(C)NC(=O)N(C(C)C(=O)N3c4ccccc4CC3C)C2=O)cc1 (stereo unspecified)	1.2	-4	-3	-11	5	0.95	2	-1.7	-21
O=C(COC(=O)CNC(=O)c1ccccc1)NCCNC(=O)COC(=O)CNC(=O)c1ccccc1	0.92	1	-3	-6	-2	1	2	-1.7	8
C/C(=C\C(=O)c1ccc(F)cc1)Nc1ccc(N2CCOCC2)cc1	0.96	-1	-5	-2	6	0.94	1	0.6	4
CC1SC(C)C(=O)N(CC(=O)Nc2ccc([N+](=O)[O-])cc2)C1=O (stereo unspecified)	0.94	3	8	-5	-3	1	-1	1.0	6
Cc1onc(-c2ccccc2)c1C(=O)OCC(=O)Nc1cccc(Cl)c1	0.97	-2	-5	-3	-18	1.2	13*	12	3
Brc1c(CSc2nnc(-c3ccco3)o2)nc2ccccn12	0.95	0	2	-6	7	0.93	0	-0.6	5
O=C(CSc1nnc(CNC(=O)c2cccs2)o1)Nc1cccc(Cl)c1	1.1	-4	-6	-8	4	0.96	-6	-0.3	-8
O=C(NCc1n[nH]c(=S)n1-c1ccc(Cl)c(Cl)c1)c1cccs1	1.1	0	-5	5	-5	1.1	-3	-0.4	-8
COc1ccc(NC(=O)/C(=C\c2cccs2)NC(=O)c2ccco2)cc1	0.98	-2	-1	-7	10	0.9	-6	-2.1	2
COc1ccc(N(CC(=O)Nc2ccccc2C)S(=O)(=O)c2ccccc2[N+](=O)[O-])c(OC)c1	1	1	2	3	-7	1.1	-1	-0.1	-3
O=c1ccc(-c2ccc(S(=O)(=O)Nc3cccc(F)c3)o2)n[nH]1	0.87	-5	0	1	2	0.98	0	-1.0	13
O=C(O)C1(S(=O)(=O)c2ccc(Cl)cc2)CCC1	1	0	-2	-4	-2	1	0	-2.1	-2
CCOC(=O)C1CCCN(C(=O)Cc2c(F)cccc2Cl)C1 (stereo unspecified)	1.1	0	-1	-6	-2	1	-2	0.2	-5
COc1ccc(S(=O)(=O)N/N=C\c2ccc(OC)c(COc3ccc(C)cc3[N+](=O)[O-])c2)cc1	1	-2	-1	2	7	0.93	7	-0.5	-2
COC(=O)c1ccc(NC(=O)c2ccc(NC(=O)c3ccco3)cc2)cc1	1.4	-3	7	25	-1	1	25*	0.4	-35
COc1cccc(-n2ccnc2SCC(=O)Nc2ccccc2)c1	1.1	1	-1	3	-7	1.1	1	3.4	-15
Oc1ccc(Cl)cc1CNc1nccs1	1	-4	3	-4	0	1	-3	0.8	-1
CN(C)CCCn1c(N)c(C#N)c2nc(C#N)c(C#N)nc21	1.1	-2	-2	-2	-5	1.1	-4	0.5	-15
CC(=O)c1c(C)[nH]c(C(=O)OCCCCN2C(=O)c3ccccc3C2=O)c1C	1.2	-5	4	-1	4	0.96	3	103*	-21
CCCNC(=O)c1cccc(S(=O)(=O)N2CC3(C)CC2CC(C)(C)C3)c1 (stereo unspecified)	0.99	7	-2	-12	5	0.95	-2	-0.6	1
CC(C)(C)N=Cc1c(O)ccc2oc3c(c12)CCCC3	1.2	-7	-1	-8	2	0.98	0	-0.4	-24
COc1ccc(/C=C(/NC(=O)c2cccs2)C(=O)Nc2ccc(C)cc2)cc1OC	1	-1	0	-1	0	1	-1	0.5	-1
CN1Cc2ccccc2CC1CNCc1c(C(=O)N2CCCC2)nc2ccccn12 (stereo unspecified)	0.79	0	-1	-1	8	0.92	0	0.1	21
O=C(NC1CC1)C1=C[C@@H](C2CC2)C[C@@H](OCCCCO)O1	0.94	-2	1	-4	0	1	1	-2.0	6
CCOC(=O)C1CCCN(CCC(=O)Nc2cccc(Cl)c2C)C1 (stereo unspecified)	0.84	-2	4	-2	2	0.98	-2	-0.2	16
